Lamin A splicing = qHTS Assay for Modulators of Lamin A Splicing; HeLa LMNA splicing GFP/RFP minigene ratio, 48 h; Potency, µM (doses to about 46.1 µM), inactives show at the highest dose ratio change, negative = inhibition, actives largely listed as inhibitors; 200,000 tested, 0.01% active; active means well fitted inhibition curve with a large enough effect in the signal ratio, with a control signal flat, not every such curve was filed as active; inconclusive means small, poorly fitted or top-dose-only effect, or effect the other way, or a change in a side signal; the % refers to the signal ratio; further: potency means the concentration at half of the fitted maximal effect; on the % scale 0 is the no-effect control and ±100 the full control effect
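S3 HeLa stable clones carrying a lamin A-EGFP splicing minigene plus DsRed2 were seeded at 600 cells/well in Opti-MEM with 2% FBS, pin-dosed and incubated 48 h at 37°C. Acumen cytometry (488 nm) gave the GFP/RFP total-intensity ratio.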
IMPase Li cell = qHTS Assay for Identifying the Cell-Membrane Permeable IMPase Inhibitors: Potentiation with Lithium; Potency, µM (top dose mostly 59.4 µM), inactives show top-dose activity, negative = IMPase inhibition, hits mostly inhibitors; 210,000 tested, 0.35% active; CHO-M1 cells, IP1 TR-FRET (IP-One), carbachol + lithium; AID 1457, 2008;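 further: IP1 builds up when IMPase is blocked and the TR-FRET signal falls; potency means the concentration at half of the fitted maximal effect; plate controls were basal vehicle for no effect and high inhibitor control for full effect; nearly all actives have a fitted effect of over 50% in size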
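Test compounds were applied to CHO-M1 cells previously cultured for 16–30 h at 2000 per well. A small lithium amount accompanied them; after 30 min at 37C, IP1 was quantified by TR-FRET.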
SMN2 splice up = qHTS Assay for Enhancers of SMN2 Splice Variant Expression; AID 1458, 2008; Potency, µM (highest dose often 46.1 µM), inactives show at the top dose activity change, positive = activation, usual class: activators; HEK293 SMN2-luciferase splicing reporter, luminescence, 30-36 h; 210,000 tested, 2.8% active; further: potency means the concentration at half of the fitted maximal effect; % of control where 0% means no effect; nearly all actives have a fitted effect of over 55% in size
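qHTS luciferase splicing reporter: luminescence rises when SMN2 exon 7 is included in transfected HEK293 cells. Compound exposure lasted 30-36 h at 37C, with 4.5 mM final sodium butyrate as control, followed by a ONE-Glo read.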
HTT cytoprotect = qHTS Multiplex Assay to Identify Dual Action Probes in a Cell Model of Huntington: Cytoprotection (ATP); PC12 HTT-Q103 induced, cytoprotection, ATP luminescence, 40 h; Potency, µM (series often up to 56.4 µM), for inactives: cytoprotection (ATP increase), hits mostly activators; 230,000 tested, 0.14% active;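 further: potency means the concentration at half of the fitted maximal effect; % of control where 0% means no effect; nearly all actives have a fitted effect of over 45% in size; toxic huntingtin expression switched on by the ecdysone agonist tebufenozide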
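Huntington model: PC12 line, ecdysone-inducible HTTQ103 exon1–GFP, tebufenozide 100 nM. Test articles in a dose series. Endpoint luminescence from cellular ATP.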
Luc counter = Counterscreen for Luciferase (Kinase-Glo TM) Inhibition | Luciferin 4-monooxygenase (Photuris pensylvanica), Q27757 | Kinase-Glo luciferase, ATP luminescence, 8 min | Potency, µM (series often up to 38.3 µM), inactives show top-dose activity change, negative = inhibition, hits mostly inhibitors | 200,000 tested, 0.28% active | AID 1379, 2008; further: potency means the concentration at half of the fitted maximal effect; on the % scale 0 is the no-effect control and ±100 the full control effect; nearly all actives have a fitted effect of over 60% in size
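Compounds were added to a substrate mix at pH 7.2 (50 mM imidazole, 10 uM ATP, within the enzyme's linear range), followed by Kinase-Glo detection reagent; luminescence was measured after 8 minutes at ambient temperature.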
HTT aggregate = qHTS Multiplex Assay to Identify Dual Action Probes in a Cell Model of Huntington: Aggregate Formation (GFP); PC12 HttQ103-GFP aggregates, Acumen cytometry, 40 h; Potency, µM (highest dose often 46.1 µM), inactives show at the top dose activity change, negative = inhibition, most hits filed as inhibitors; 220,000 tested, 1.1% active; AID 1688, 2009; further: potency means the concentration at half of the fitted maximal effect; on the % scale 0 is the no-effect control and ±100 the full control effect; nearly all actives have a fitted effect of over 60% in size
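Using laser scanning cytometry, GFP-positive aggregates were counted after lysis of PC12 cells induced with 100 nM tebufenozide to express HTT exon 1 Q103–GFP. Compounds were tested in titration.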
CBFb RUNX1 block = qHTS Assay for Compounds Blocking the Interaction Between CBF-beta and RUNX1 for the Treatment of Acute Myeloid Leukemia; Runt-related transcription factor 1 (Homo sapiens) + Core-binding factor subunit beta …; Potency, µM (top dose mostly 59.8 µM), inactives show at the top dose activity, negative = inhibition, hits mostly inhibitors; AID 1477, 2009; 230,000 tested, under 10 active; AlphaScreen CBFb-His/RUNX1-biotin binding, biochemical; further: % of control where 0% means no effect
Target sequence (Q01196 whole entry, looked up): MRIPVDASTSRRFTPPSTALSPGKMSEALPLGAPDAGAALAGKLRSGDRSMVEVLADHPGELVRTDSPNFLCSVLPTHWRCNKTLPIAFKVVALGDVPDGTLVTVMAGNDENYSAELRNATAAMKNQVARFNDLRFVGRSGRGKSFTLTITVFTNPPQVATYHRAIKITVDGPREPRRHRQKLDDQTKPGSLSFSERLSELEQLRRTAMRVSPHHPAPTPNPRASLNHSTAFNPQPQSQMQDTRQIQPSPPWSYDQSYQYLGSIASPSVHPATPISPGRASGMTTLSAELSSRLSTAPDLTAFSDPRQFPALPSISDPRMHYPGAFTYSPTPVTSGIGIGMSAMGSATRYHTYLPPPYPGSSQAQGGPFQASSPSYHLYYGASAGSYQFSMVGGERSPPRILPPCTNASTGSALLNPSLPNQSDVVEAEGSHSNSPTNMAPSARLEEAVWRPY
Target sequence (Q13951 whole entry, looked up): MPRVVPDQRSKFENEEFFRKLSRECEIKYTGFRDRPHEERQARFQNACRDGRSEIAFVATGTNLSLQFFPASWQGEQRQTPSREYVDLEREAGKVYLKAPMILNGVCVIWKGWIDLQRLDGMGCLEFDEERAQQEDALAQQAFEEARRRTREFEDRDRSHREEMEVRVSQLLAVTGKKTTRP
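His-tagged CBF-beta and biotinylated RUNX1 (30 nM each) were premixed 20 min at room temperature, exposed to compound for 15 min, then given nickel-chelate and streptavidin AlphaScreen beads (50 ng each). After 90 min, AlphaScreen signal was read.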
* = called active by the depositor; ? = inconclusive; . = not tested or not shown; & = joins results of further samples; [ ] = dose if it differs, or a comment. Unless noted, the call rests on the fitted dose curve; in most records, active means well fitted curve in the direction sought with a large enough effect; inconclusive means small, poorly fitted or top-dose-only effect, or another doubt; inactive means no such curve, though single readings can be large; an effect the other way counts as inactive or inconclusive. Hits appear at their usual frequency. About 4% of those tested had a hit in this group.

SMILES	Lamin A splicing	IMPase Li cell	SMN2 splice up	HTT cytoprotect	Luc counter	HTT aggregate	CBFb RUNX1 block
CCCCn1c(=O)c(-[n+]2ccccc2)c([O-])c2ccccc21	6%	0%[38.3 µM]	-2%	12%	1%	8%[9.22 µM]	-1%
CCc1c(-c2ccccc2)nc(N)c(C#N)c1-c1cccs1	13%	23%[38.3 µM]	-19%	16%	3%	3%	7%
COc1ccc(-c2nnn(CC(=O)N(CCCN3CCOCC3)C(C(=O)NC3CCCC3)c3ccc(C)o3)n2)cc1 (stereo not given)	.	15%	-10%	.	-4%	.	-5%
CCNc1ncc2nc(-c3ccc(OC)cc3)c(=O)n(Cc3cccs3)c2n1	?	-22%	.	-37%[inhibitor]	.	.	.
CN(Cc1nc(-c2ccncc2)no1)S(=O)(=O)c1ccc(Cl)cc1	?	-6%[38.3 µM]	?	15%[0.074 µM]	-2%	?	6%
CCCc1c(C(=O)NNc2cccc(Cl)c2)cnn1-c1ccccc1	.	.	.	9%[10 µM]	.	3%[9.22 µM]	2%
O=C1CN(C(=O)c2ccc(Br)o2)C(c2ccccc2)c2cc(Cl)ccc2N1 (stereo not given)	5%	10%[38.3 µM]	-4%	-48%[inhibitor]	3%	-28%	1%
CCOC(=O)c1cc(C#N)c(SCC(=O)c2cc(C#N)c(SC)nc2C)nc1C	1%	8%[38.3 µM]	-33%	-7%[10 µM]	6%	4%	5%
Cc1ccsc1C(=O)NNC(=O)C1C2C=CC(C2)C1C(=O)O (stereo not given)	?	-2%	7%	.	-5%	5%	-8%
C=CCn1c(SCc2cccc(F)c2)nc2cc(C(=O)N3CCC(C(N)=O)CC3)ccc2c1=O	10%	15%	-9%	.	1%	-4%	0%

Some entries already given, showing only HTT cytoprotect, SMN2 splice up and Lamin A splicing:
smiles	HTT cytoprotect	SMN2 splice up	Lamin A splicing
COc1ccc(-c2nnn(CC(=O)N(CCCN3CCOCC3)C(C(=O)NC3CCCC3)c3ccc(C)o3)n2)cc1 (stereo not given)	.	-10%	.
CCNc1ncc2nc(-c3ccc(OC)cc3)c(=O)n(Cc3cccs3)c2n1	-37%[inhibitor]	.	?
CN(Cc1nc(-c2ccncc2)no1)S(=O)(=O)c1ccc(Cl)cc1	15%[0.074 µM]	?	?
CCCc1c(C(=O)NNc2cccc(Cl)c2)cnn1-c1ccccc1	9%[10 µM]	.	.
O=C1CN(C(=O)c2ccc(Br)o2)C(c2ccccc2)c2cc(Cl)ccc2N1 (stereo not given)	-48%[inhibitor]	-4%	5%

More records follow:
SMILES	Lamin A splicing	IMPase Li cell	SMN2 splice up	HTT cytoprotect	Luc counter	HTT aggregate	CBFb RUNX1 block
CCCCn1cnc2c([nH]c3ccccc32)c1=O	2%[0.0737 µM]	-4%[38.3 µM]	0%	-11%	-4%	2%	-1%
O=C(NCc1ccccn1)c1ccc(Br)s1	9%	16%[38.3 µM]	-9%	5%[0.074 µM]	-2%	-24%	-5%
O=S(=O)(Cc1ccccc1)N1CCN(c2ccccc2)CC1	12%	2%[38.3 µM]	-9%	7%	-1%	8%	4%
CCN(CC)C(=S)Nc1ccc(OC)cc1	-5%	2%	6%	11%[0.074 µM]	1%	-11%	3%
Cc1cc(C(=O)CSC(C)c2nc3ccccc3c(=O)[nH]2)c(C)n1C (stereo not given)	9%	-6%[38.3 µM]	-20%	7%	9%	0%	-5%
OCCN1CCN(CC(O)COc2ccc(Cl)cc2)CC1 (stereo not given)	1%	27%[38.3 µM]	0%	9%	1%	20%	-2%
Cc1nnc(-c2cnn(C)c2N)n1Cc1cccc(Cl)c1	-2%	18%[38.3 µM]	.	4%	4%	-2%	1%
CC(=O)c1c(C)oc2ccc(N(C(=O)c3ccncc3)S(=O)(=O)c3ccccc3)cc12	?	2%	-27%	-5%	5%	-24%	9%
CC(C)CSc1oc(-c2ccco2)nc1S(=O)(=O)c1ccccc1	.	.	.	0%[10 µM]	.	7%[9.22 µM]	3%
CC1C(=O)OC2CC34C5CC(C(C)(C)C)C36C(OC(=O)C6O)OC4(C(=O)O5)C21O (stereo not given)	.	6%	.	15%[1.9 µM]	2%	.	6%[21.7 µM]

Single records, as listed above.
Shown for CCN(CC)C(=S)Nc1ccc(OC)cc1 → Lamin A splicing = -5%; IMPase Li cell = 2%; SMN2 splice up = 6%; HTT cytoprotect = 11%[0.074 µM]; Luc counter = 1%; HTT aggregate = -11%; CBFb RUNX1 block = 3%
Shown for CCOC(=O)c1cc(C#N)c(SCC(=O)c2cc(C#N)c(SC)nc2C)nc1C → Lamin A splicing = 1%; IMPase Li cell = 8%[38.3 µM]; SMN2 splice up = -33%; HTT cytoprotect = -7%[10 µM]; Luc counter = 6%; HTT aggregate = 4%; CBFb RUNX1 block = 5%

More compounds follow.
SMILES	Lamin A splicing	IMPase Li cell	SMN2 splice up	HTT cytoprotect	Luc counter	HTT aggregate	CBFb RUNX1 block
CCCn1c2ccccc2c2nnc(SCC(=O)Nc3ncccn3)nc21	-2%	26%[38.3 µM]	-19%	-15%	-8%	-10%	3%
COc1cc(C=O)ccc1OCCSc1ccc(C)cc1	-17%	-3%[38.3 µM]	14%	7%[10 µM]	0%	-14%	25%
C=CCNC(=O)c1c(Cl)nc(C)c([N+](=O)[O-])c1C	-16%	5%	-12%	2%[10 µM]	6%	5%	5%
CC(=O)OCCc1c(C)nc2nc[nH]n2c1=O	-1%	10%[38.3 µM]	-7%	14%	1%	6%	-6%
Cc1cc(C)c2c(N)c(-c3nc4ccccc4[nH]3)sc2n1	-5%	0%[38.3 µM]	13µM*	-29%	2%	?	19%
S=c1[nH]nc(-c2n[nH]c3c2CCC3)n1/N=C/C=C/c1ccccc1	.	.	.	-6%[10 µM]	.	-8%[9.22 µM]	-5%
Cc1ccc2nc(N/N=C\c3ccc([N+](=O)[O-])o3)nc(-c3ccccc3)c2c1	?	33%[activator][38.3 µM]	-27%	-96%[inhibitor]	2%	1%[9.22 µM]	-14%
CC(C)(CSc1nncn1N)NS(=O)(=O)c1ccc(Cl)cc1	1%	2%[38.3 µM]	?	4%	0%	8%	-2%
CCCCCc1cc(=O)oc2c(C(CCN3CCCC(C)C3)c3cc(OC)c(OC)c(OC)c3)c(OC)cc(OC)c12 (stereo not given)	.	.	.	-28%[10 µM]	.	-9%[9.22 µM]	8%
CCOC(=O)C(=O)N(CC)C1CCS(=O)(=O)C1 (stereo not given)	.	.	.	5%[10 µM]	.	1%[9.22 µM]	5%
NC(=O)C1(NC(=O)[C@@H]2CC3(CC(c4cccc(NC(=O)[C@@H]5CCC(=O)N5)c4)=NO3)CN2C(=O)Cc2ccc(C(F)(F)F)cc2)CC1 (stereo not given in full)	3%	-3%[38.3 µM]	-9%	-7%	1%	16%	-2%
CN1/C(=C\C=C2/SC(=S)N(CC(=O)O)C2=O)C(C)(C)c2ccccc21	.	18%	-22%	?	-16%	-40%[9.22 µM]	?
NCCCCN	?	-3%&1%	-11%&-1%	11%[1.9 µM]	-1%&-4%	.	?
COc1ccc(OC)c(S(=O)(=O)Nc2cccc(F)c2)c1	-2%	30%[38.3 µM]	?	0%	-4%	-1%	3%
CCOc1cc(C(=S)N2CCOCC2)ccc1OC(=O)/C=C/c1ccc(OC)c(OC)c1	9%	9%	3%	-5%[0.074 µM]	2%	15%	-6%
Cn1c(=O)c2c(nc(CN3CCN(C(=O)c4ccco4)CC3)n2CCCc2ccccc2)n(C)c1=O	0%	4%[38.3 µM]	-8%	3%	2%	20%	2%
COc1ccc(NC(=O)COC(=O)CCNS(=O)(=O)c2ccccc2)cc1OC	-7%[46 µM]	-2%	-2%	-19%	6%	-4%	4%
Oc1ccc2ccccc2c1C=NCc1cn2ccsc2n1	6%	8%[38.3 µM]	9%	5%[10 µM]	1%	4%	-26%
COC(=O)CCCC1=CC2=CC(=O)C(C)(OC(=O)c3cccs3)C(=O)C2=CN1CCCOC(C)C (stereo not given)	12%[9.22 µM]	4%	-10%[9.22 µM]	-12%&-6%[10 µM]	-1%[7.66 µM]	-3%[9.22 µM]	6%[13.1 µM]
O=C(Cn1nnc2ccccc2c1=O)N[C@@H](Cc1ccccc1)C(=O)O	.	.	.	0%[10 µM]	.	4%[9.22 µM]	2%
O=C(NCc1ccncc1)C1CCCCC1	-3%	16%[38.3 µM]	12%	12%	7%	-12%	6%
FC(F)(F)c1cnc2c(-c3ccccc3)n[nH]c2c1	.	-4%	?	0%	-2%	-2%	-1%
CCCCn1c(-c2csc(CCC)c2)n[nH]c1=S	.	19%	.	10%[10 µM]	-6%	13%[9.22 µM]	24%
NS(=O)(=O)c1ccc(NC(=S)NC2CCCCC2)cc1	24%[46 µM]	0%	3%	28%	2%	28%	-2%
CCN(CC)CCOC(=O)C1(C2CCCCC2)CCCCC1	?	13%&33%&28%&19%	-25%	-15%	-1%	-3%	14%
Cc1ccc([N+](=O)[O-])cc1N(CC(=O)Nc1ccc(S(=O)(=O)Nc2cccc(C(F)(F)F)c2)cc1)S(C)(=O)=O	?	11%	-24%	-3%[10 µM]	0%	-15%	15%
Cc1cccc(NC(=O)C2Cc3ccccc3CN2C(=O)OCc2ccccc2)c1C (stereo not given)	-19%	12%	7%	4%[10 µM]	2%	-14%	11%
CCOc1ccccc1-c1nc(-c2ccc(NC(=O)Cc3ccc(OC)cc3)cc2)no1	?	-8%[38.3 µM]	-20%	-54%[inhibitor]	-3%	2%	-1%
O=S(=O)(Nc1ncccn1)c1ccc(NC(=S)NCCc2ccc(Cl)cc2)cc1	.	-3%	.	-74%[inhibitor]	.	5%	-7%

Two entries from above in a different format:
Sequence of screens – Lamin A splicing	IMPase Li cell	SMN2 splice up	HTT cytoprotect	Luc counter	HTT aggregate	CBFb RUNX1 block
NS(=O)(=O)c1ccc(NC(=S)NC2CCCCC2)cc1
→ 24%[46 µM]	0%	3%	28%	2%	28%	-2%
CCOc1ccccc1-c1nc(-c2ccc(NC(=O)Cc3ccc(OC)cc3)cc2)no1
→ ?	-8%[38.3 µM]	-20%	-54%[inhibitor]	-3%	2%	-1%

Assay outcomes deposited in PubChem by National Center for Advancing Translational Sciences (NCATS).
